Screens (PubChem BioAssay)
NCI-60 one-dose screen, 48 h, at 10 µM unless noted. Numbers give growth in % (100 = growth as untreated, 0 = no growth, -100 = all killed).
NCI/ADR-RES – NCI/ADR-RES ovarian cells. actives 4.4% (n = 81,000)
NCI-H23 – NCI-H23 lung cancer. AID 1794731. actives 4% (n = 80,000)
NCI-H522 – NCI-H522 lung cancer; actives 8% (n = 78,000)
HCT-15 – HCT-15 colon cancer; AID 1794746; actives 5.2% (n = 82,000)
NCI-H322M – NCI-H322M lung cancer; actives 2.7% (n = 80,000); AID 1794733
NCI-H460 – NCI-H460 lung cancer; AID 1794736; actives 6.8% (n = 82,000)
HCT-116 – HCT-116 colon cancer. actives 7.3% (n = 82,000)
NCI-H226 – NCI-H226 lung cancer | actives 3.5% (n = 79,000)
COLO 205 – COLO 205 colon cancer | actives 7.3% (n = 79,000) | AID 1794742
Numbers without * were called inactive; · = not tested or not shown; & = joins results of further samples. The calls were made as follows: active = growth percent below 10; inactive = the rest.

| Compound | NCI/ADR-RES | NCI-H23 | NCI-H522 | HCT-15 | NCI-H322M | NCI-H460 | HCT-116 | NCI-H226 | COLO 205 |
| --- | --- | --- | --- | --- | --- | --- | --- | --- | --- |
| COc1cc2oc(-c3cccc(C(=O)Nc4ccc(Cl)cc4)c3)cc(=O)c2c(OCCNC(=O)[C@@H](N)Cc2ccccc2)c1OC | 102 | · | 97 | 112 | 103 | 112 | 108 | 110 | 107 |
| O=C1CN(/N=C/c2ccc([N+](=O)[O-])o2)C(=O)N1 | 98 | 97 | 92 | 100 | 103 | 107 | 87 | 107 | 107 |
| N#CN(Cc1ccccc1)Cc1ccccc1 | 105 | 97 | 93 | 105 | 106 | 104 | 104 | 95 | 108 |
| Cn1c(=O)c2nc(CC(=Nc3ccc(Cl)cc3)c3ccccc3)c(=O)[nH]c2n(C)c1=O | 83 | 91 | 73 | 61 | 88 | 95 | 82 | 72 | 102 |
| Cc1ccc(/C(=C/c2ccc([N+](=O)[O-])cc2)C(=O)O)cc1 | 113 | 104 | 87 | 102 | 114 | 108 | 105 | · | 119 |
| NS(=O)(=O)c1ccc(-n2nc(-c3ccccc3)ccc2=O)cc1 | 103 | 101 | 90 | 108 | 115 | 104 | 102 | 100 | 125 |
| c1ccc(-c2cc(-c3c[nH]c4ccccc34)c3ccccc3n2)cc1 | 93 | 92 | 82 | 89 | 110 | 101 | 101 | 105 | 159 |
| CC1(C)CC(=O)C(/C=N/C(=S)Nc2ccc(S(N)(=O)=O)cc2)=C(O)C1 | 98 | 95 | 102 | 104 | 99 | 108 | 111 | 98 | 104 |
| Cc1nc2ccccc2n(C)c1=O | 105 | 105 | 78 | 97 | 90 | 105 | 97 | 103 | 97 |
| CS(=O)(=O)c1ccc(-c2cc3c(Nc4ccc(F)c(Cl)c4)ncnn3c2)cn1 | 88 | 93 | 82 | 53 | 74 | 51 | 62 | 90 | 89 |
| COc1ccc(NCc2nnc(-c3ccc(OC)cc3)o2)cc1 | 99 | 88 | 61 | 99 | 95 | 104 | 82 | 81 | 98 |
| FC(F)(F)c1ccc(-c2cncnc2NCCCC(F)(F)C(F)(F)C(F)(F)C(F)(F)C(F)(F)C(F)(F)C(F)(F)C(F)(F)F)cc1 | 99 | · | 97 | 103 | · | 109 | 91 | 86 | 91 |
| CC(=O)c1ccc(NC(=O)c2cc(-c3ccc(S(C)(=O)=O)cc3)nc3ccccc23)cc1 | 103 | 98 | 92 | 97 | 98 | 104 | 97 | 94 | 116 |
| Cc1[nH]n(C(=O)c2ccncc2)c(=O)c1N=Nc1ccc(S(=O)(=O)Nc2ccncn2)cc1 | 114 | 100 | 102 | 112 | 115 | 115 | 93 | 90 | 127 |
| C=C(C)[C@@H]1CC[C@]2(C(=O)OC)CC[C@]3(C)[C@H](CC[C@@H]4[C@@]5(C)C/C(=C/c6ccco6)C(=O)NC(C)(C)[C@@H]5CC[C@]43C)[C@@H]12 | 99 | 98 | 93 | 97 | 103 | 99 | 90 | 95 | 104 |
| N#Cc1c2c([nH]c(=O)c1C(N)=O)CCCC2 | 113 | 99 | 83 | 106 | 113 | 105 | 111 | 96 | 107 |
| COc1ccc(CN2[C@H](C(=O)NCCCCCCC(=O)NO)Cc3c([nH]c4ccccc34)[C@H]2C2CC2)cc1 | 62 | -18* | -45* | 8.9* | 9.5* | 6.4* | 2.1* | 28 | -95* |
| COc1cc2c(cc1OC)CN(S(N)(=O)=O)CC2 | 92 | 83 | 102 | 103 | 103 | 116 | 94 | 101 | 113 |
| CC(O)CN(CC(C)O)N(CC(C)O)CC(C)O (stereo unspecified) | 106 | 108 | · | 94 | 107 | 106 | 102 | 97 | 109 |
| COc1ccc(C(=O)/C=C/c2c(C(F)(F)F)nc3ccccn23)cc1OC | -23* | 0.4* | 11 | -14* | 24 | -34* | -34* | 79 | -1.6* |
| NC(=O)SCC(=O)Nc1ccc(NC(=O)CSC(N)=O)cc1 | 105 | 99 | 111 | 106 | 106 | 106 | 104 | 94 | 122 |
| CNC(=O)c1ccc2n1[C@H](C)c1ccccc1-2 | 109 | 104 | 91 | 104 | 105 | 105 | 106 | 113 | · |
| CCN1CCN(CCOc2ccc(Nc3nccc(NCc4ccco4)n3)cc2)CC1 | 99 | 86 | 81 | 90 | 101 | 97 | 56 | 79 | 96 |
| O=c1ccc(-c2ccccc2)nn1Cc1n[nH]c(=S)n1C1CCCCC1 | 103 | 106 | 95 | 96 | 99 | 142 | 103 | 106 | 124 |
| O=C(O)c1ccc(-n2cc(CNc3ccc(F)c(F)c3)c(-c3ccc(F)cc3)n2)cc1 | 104 | 99 | 90 | 91 | 96 | 105 | 98 | 99 | 121 |
| Cc1nc(Nc2cccnc2)sc1C(=O)/C=C/c1ccc(F)cc1 | 38 | 82 | 52 | 20 | 48 | 60 | 3.7* | 56 | 56 |
| c1ccc(Nc2nn3c(-c4ccccc4)ccnc3c2-c2ccccc2)cc1 | 89 | · | 90 | 78 | 97 | 102 | 92 | 105 | 94 |
| C[C@@]1(Cl)CCO[C@@H](/C=C/c2ccccc2)C1 | 105 | 100 | 90 | 104 | 102 | 104 | 92 | 97 | 102 |
| CC(C)(C)OC(=O)NCC(=O)N1CCC[C@H]1C(=O)OC/C=C/c1ccccc1 | 112 | 111 | 94 | 113 | 111 | 104 | 107 | 110 | 123 |
| CCCCN1C(=O)c2cccc3c(-c4ccc(-c5nc6c7ccccc7c7ccccc7c6[nH]5)cc4)ccc(c23)C1=O | 102 | 97 | 90 | 77 | 94 | 84 | 87 | 98 | 92 |
| OCC1(CO)CC=CCC1 | 107 | · | 84 | 99 | · | 109 | 102 | 94 | 107 |
| CC(=O)Nc1cccc(OCCCOc2cccc([N+](=O)[O-])c2)c1 | 108 | 103 | 107 | 103 | · | 106 | 103 | 104 | 163 |
| CSc1nc2c(c(=O)[nH]1)C(c1ccc3c(c1)OCO3)C1=C(N2)/C(=C/c2ccc3c(c2)OCO3)CN(C)C1 (stereo unspecified) | 101 | 97 | 85 | 99 | 93 | 102 | 84 | 94 | 116 |
| COc1ccc(-c2cc(-c3cc(C(C)C)c(O)cc3C)nn2-c2ccc(S(N)(=O)=O)cc2)cc1 | -17* | 41 | 7.0* | 3.1* | 72 | 34 | 27 | 79 | 122 |
| CC(=O)CCNC1CCCCC1 | 102 | 97 | 92 | 108 | 105 | 103 | 99 | 92 | 120 |
| COc1cc2c(c(OC)c1OC)C(=O)CC(c1cccc(NC(=O)c3cc(NC(=O)[C@H](Cc4ccccc4)NC(=O)OC(C)(C)C)ccc3Cl)c1)O2 (stereo partly specified) | 102 | 104 | 92 | 102 | 88 | 116 | 98 | 91 | 114 |
| COc1ccc(/C=C/C(=O)NCCOC(C)=O)cc1 | 100 | 94 | 84 | 97 | 99 | 102 | 97 | 98 | 103 |
| CCCCCNC(C)COC(=O)c1ccc(N)cc1 (stereo unspecified) | 100 | 100 | 95 | 103 | 95 | 109 | 103 | 94 | 104 |
| CCCn1cnc2c(=O)[nH]c(N)nc21 | 99 | 101 | 101 | 105 | · | 101 | 109 | 99 | 115 |
| O=C(CC(c1ccc(Br)cc1)c1cccc2ccccc12)c1ccc(Br)cc1 (stereo unspecified) | 97 | 87 | 75 | 91 | 101 | 93 | 73 | 84 | 97 |

10 structures out of the list, ordered by molecular weight, high to low:
| Compound | NCI/ADR-RES | NCI-H23 | NCI-H522 | HCT-15 | NCI-H322M | NCI-H460 | HCT-116 | NCI-H226 | COLO 205 |
| --- | --- | --- | --- | --- | --- | --- | --- | --- | --- |
| O=C(O)c1ccc(-n2cc(CNc3ccc(F)c(F)c3)c(-c3ccc(F)cc3)n2)cc1 | 104 | 99 | 90 | 91 | 96 | 105 | 98 | 99 | 121 |
| O=c1ccc(-c2ccccc2)nn1Cc1n[nH]c(=S)n1C1CCCCC1 | 103 | 106 | 95 | 96 | 99 | 142 | 103 | 106 | 124 |
| c1ccc(Nc2nn3c(-c4ccccc4)ccnc3c2-c2ccccc2)cc1 | 89 | · | 90 | 78 | 97 | 102 | 92 | 105 | 94 |
| Cc1nc(Nc2cccnc2)sc1C(=O)/C=C/c1ccc(F)cc1 | 38 | 82 | 52 | 20 | 48 | 60 | 3.7* | 56 | 56 |
| CC(=O)Nc1cccc(OCCCOc2cccc([N+](=O)[O-])c2)c1 | 108 | 103 | 107 | 103 | · | 106 | 103 | 104 | 163 |
| CCCCCNC(C)COC(=O)c1ccc(N)cc1 (stereo unspecified) | 100 | 100 | 95 | 103 | 95 | 109 | 103 | 94 | 104 |
| COc1ccc(/C=C/C(=O)NCCOC(C)=O)cc1 | 100 | 94 | 84 | 97 | 99 | 102 | 97 | 98 | 103 |
| C[C@@]1(Cl)CCO[C@@H](/C=C/c2ccccc2)C1 | 105 | 100 | 90 | 104 | 102 | 104 | 92 | 97 | 102 |
| CCCn1cnc2c(=O)[nH]c(N)nc21 | 99 | 101 | 101 | 105 | · | 101 | 109 | 99 | 115 |
| OCC1(CO)CC=CCC1 | 107 | · | 84 | 99 | · | 109 | 102 | 94 | 107 |

Further results.
Results follow in this order: NCI/ADR-RES, NCI-H23, NCI-H522, HCT-15, NCI-H322M, NCI-H460, HCT-116, NCI-H226, COLO 205
N#Cc1c(-c2ccc(F)cc2)cc(-c2cccc(Cl)c2)[nH]c1=O
    71, 63, 58, 58, 75, 87, 67, 54, 116
N#Cc1c(Cl)cccc1N1CCSCC1
    108&99, 104&104, 95, 97&101, 95&103, 105&103, 102&95, 90&93, 115&108
COC(=O)C1=C/C(=N\c2nc(O)c(-c3c(O)n(Cc4ccc(Cl)cc4)c4ccc(OC)cc34)s2)C=CC1=O
    95, 85, 90, 97, 97, 104, 84, 85, 105
CS(=O)(=O)Nc1nc2ccccc2[nH]1
    100, 99, 88, 101, 115, 109, 100, 98, 127
Cc1c(C(=O)NCCCC(=O)NO)sc2ncnc(Nc3ccc(Cl)cc3)c12
    101, 95, 91, 99, 101, 102, 108, 92, 118
O=C(O)C(c1ccccc1)N1C(=O)/C(=C/C2=Cc3ccccc3OC2)SC1=S (stereo unspecified)
    103, 93, 97, 103, 93, 106, 99, 94, 109
CC(C)=CCc1cc(O)cc2c1OC(C=C(C)C)C1=C2C(=O)C2=C(C1=O)S(=O)(=O)CCN2 (stereo unspecified)
    92, 29, 7.2*, 58, 5.2*, 31, -8.7*, 60, 43
CCCc1c(C)c2sc(=O)[nH]c2[nH]c1=O
    105, 104, 96, 103, 111, 107, 106, ·, 113
CC(O)C(NC(=O)OCc1ccccc1)C(=O)NCC(=O)NCC(=O)OCc1ccccc1 (stereo unspecified)
    104, 104, ·, 104, 99, 111, 102, 104, 104
CCn1c(=O)c2[nH]c(SC)nc2n(CC)c1=O
    ·, 105, 109, 99, 113, 104, 105, 105, 114
FC(F)(F)c1cc(-c2nnc3n2NC(=NC2CCCC2)CS3)cc(C(F)(F)F)c1
    99, 98, ·, 112, 105, 110, 110, 96, 105
COC(=O)CC[C@@H](C)[C@H]1CC[C@H]2[C@@H]3CC[C@@H]4C[C@H](O)CC[C@]4(C)C3=CC(=O)[C@]12C
    106, 105, ·, 95, 117, 98, 88, 106, 118
N=c1ncn(C2CCOC2=O)c2nc[nH]c12 (stereo unspecified)
    100, 108, 99, 109, 102, 104, 101, 107, 117
C#CC(=O)Nc1cccc2c1cc(C)n2-c1nc2c(c(NCc3ccccc3)n1)CCCC2
    6.9*, -43*, -82*, -74*, -82*, -48*, -70*, -40*, -69*
CCNc1nc2ccccc2c2c(=O)c3cc(C)ccc3sc12
    107, 93, 83, 85, 96, 105, 92, 103, 119
CCOC(=O)OC(C)OC(=O)C1N2C(=O)C(NC(=O)[C@H](N)c3ccccc3)C2SC1(C)C (stereo partly specified)
    102, 101, 94, 100, 95, 107, 95, 99, 103
c1ccc(CCNc2c3ccccc3nc3ccccc23)cc1
    33, 39, 40, 23, 47, 15, 17, 56, 21

An unsorted share of the library. About 12% of those tested had a hit in this group.
